KCNQ2 inh: KCNQ2 potassium channel inhibitors, primary screen, cell-based, CHO-K1, FluxOR thallium flux, B-score (AID 2156); Potassium voltage-gated channel subfamily KQT member 2 (Rattus norvegicus), O88943; 20 min; stronger effect = lower value; B-score at 10 µM; 310,000 compounds, 1.1% hits;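 active = fluorescence ratio B-score at most minus 3 library SDs, with starting brightness B-score within 2 library SDs, cut at about -5.5 in these data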
Target sequence (O88943 whole entry, looked up): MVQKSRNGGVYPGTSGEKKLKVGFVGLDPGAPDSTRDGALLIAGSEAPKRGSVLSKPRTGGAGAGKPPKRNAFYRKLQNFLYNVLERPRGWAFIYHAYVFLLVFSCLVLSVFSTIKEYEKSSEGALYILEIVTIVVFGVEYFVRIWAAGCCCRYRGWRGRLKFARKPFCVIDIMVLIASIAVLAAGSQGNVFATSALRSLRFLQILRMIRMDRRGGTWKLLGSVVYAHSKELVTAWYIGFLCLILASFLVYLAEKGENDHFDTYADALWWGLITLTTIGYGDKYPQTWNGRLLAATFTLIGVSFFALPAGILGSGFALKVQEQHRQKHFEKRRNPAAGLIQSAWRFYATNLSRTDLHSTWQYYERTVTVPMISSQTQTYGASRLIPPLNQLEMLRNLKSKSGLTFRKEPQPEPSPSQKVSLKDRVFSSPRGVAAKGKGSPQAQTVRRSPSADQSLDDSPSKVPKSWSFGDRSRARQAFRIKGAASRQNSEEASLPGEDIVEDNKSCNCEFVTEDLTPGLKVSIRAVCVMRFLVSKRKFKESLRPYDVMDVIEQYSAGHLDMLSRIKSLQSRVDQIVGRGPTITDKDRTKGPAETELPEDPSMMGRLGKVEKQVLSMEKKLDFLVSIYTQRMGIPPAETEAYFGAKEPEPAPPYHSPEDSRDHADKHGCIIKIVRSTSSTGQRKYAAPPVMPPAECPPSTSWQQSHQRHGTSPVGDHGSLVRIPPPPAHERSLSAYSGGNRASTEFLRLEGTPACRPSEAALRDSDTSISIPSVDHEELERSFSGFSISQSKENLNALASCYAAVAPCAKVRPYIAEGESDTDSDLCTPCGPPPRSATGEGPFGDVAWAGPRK
Kir21 block: inhibitors of mouse Kir2.1 inward-rectifier potassium channel | B-score at 10 µM | HEK293-Kir2.1, FluxOR thallium flux fluorescence; stronger effect = lower value | 310,000 compounds, 0.85% hits;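 active = fluorescence ratio B-score at or below minus 3 SD of library scores, with starting-brightness B-score within 2 SD, cut at about -4.2 in these data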;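 note: channel flux triggered by added potassium and thallium sulfate stimulus; B-score of peak minus minimum fluorescence over baseline after thallium stimulus; more negative B-score means stronger Kir2.1 block with less thallium influx; some compounds called inactive have numbers as strong as hits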
An asterisk follows results filed as active; i = inactive.

SMILES	KCNQ2 inh	Kir21 block
CC(=O)c1ccc(NC(=O)NC2CC(=O)N(c3ccc4c(c3)OCCO4)C2)cc1 (stereo not drawn)	i	1.1
CCOC(=O)c1cc(C)n(-n2cnnc2)c1C	i	2.4
Cc1nc2ccccc2n1Cc1ccc(Cl)cc1	i	1.2
COc1ccc(C(=O)N2CCC(C(=O)N3CCN(c4ccc(OC)cc4)CC3)CC2)cc1	i	-0.19
O=C(Cc1cccs1)NCCc1csc(-c2ccccc2)n1	i	-0.03
Cc1ccc(Cl)cc1N1CCN(Cc2nc3c(c(=O)[nH]c(=O)n3C)n2CCc2ccccc2)CC1	i	2.6
CCOc1ccc(/C(O)=C2\C(=O)C(=O)N(c3ccc(OC)cc3)C2c2ccccc2[N+](=O)[O-])cc1 (stereo not drawn)	i	0.27
Cc1cccc(C(=O)NC(NC(=S)Nc2ccc(S(N)(=O)=O)cc2)C(Cl)(Cl)Cl)c1 (stereo not drawn)	i	0.12
COc1cccc(-c2cnc(NCc3cc(Cl)ccc3O)n2C)c1	i	-0.7
C1=C(c2ccccc2)Nc2ncnn2C1c1ccccc1 (stereo not drawn)	i	-2.1
O=C(C1COc2ccccc2O1)N1CCN(c2nc3ccc([N+](=O)[O-])cc3s2)CC1 (stereo not drawn)	i	1.6
COC(CNC(=O)c1ccc(CS(=O)(=O)c2ccc(Br)cc2)o1)OC	i	0.49
CC1=CC(=O)N(c2ccn(C)n2)C1=O	i	0.75
COc1ccc(C2c3c(oc4ccccc4c3=O)C(=O)N2CC2CCCO2)cc1 (stereo not drawn)	i	0.14
O=C1C=C(NCCc2ccccc2)C2(CCCCC2)O1	i	-1.9
O=S(=O)(c1ccc(Br)cc1)c1nc(-c2ccccc2)oc1NCCN1CCOCC1	i	0.04
COc1ccccc1NC(=S)N/N=C/c1ccc(O)cc1	i	-2.6
N#CC1=C(N)Oc2[nH]c(=S)[nH]c(=O)c2C12C(=O)Nc1ccccc12 (stereo not drawn)	i	0.72
C=CCn1c(SCC(N)=O)nc(C)cc1=O	i	-0.68
Cc1ccc(SCc2cn3cc(Cl)ccc3n2)cc1	i	0.03
CN(CC(=O)Nc1ccccc1Cl)C1CCCCC1	i	1.6
Cn1ccc(/C=N/N=C2/NC(=O)CS2)n1	i	-0.43
CC(C)c1ccc(-c2nc(N3CCCC3)nc3n[nH]c(N)c23)cc1	i	0.09
CCCOC(=O)c1ccc(Oc2cn[nH]c2-c2ccc(O)cc2O)cc1	i	0.46
CC(=O)/C(=N/Nc1ccc([N+](=O)[O-])cc1)N1CCCc2ccccc21	i	-0.78
CCOC(=O)c1cc(CC)sc1NC(=O)CSc1nc2ccccc2c(=O)n1Cc1ccco1	i	-0.53
O=C1c2ccccc2C(=O)N1CCCON1C(=O)c2ccccc2C1=O	i	-1.2
Cc1nnc(SCc2ccc3c(c2)OCO3)s1	i	-0.42
O=C(COC(=O)[C@H](Cc1ccccc1)NC(=O)c1cccs1)NC1CCCCC1	i	-0.29
CCOc1cccc(C(=O)NC(=S)Nc2cccc(NC(=O)c3ccccc3Cl)c2)c1	i	-1.1
O=C(O)/C=C/C(=O)Nc1ccc(Oc2ccc(NC(=O)/C=C/C(=O)O)cc2)cc1	i	-0.18
O=C(N/N=C/c1ccc([N+](=O)[O-])s1)c1ccccc1Br	i	0.06
O=c1c2ccccc2c(C=NCCCN2CCOCC2)c(O)n1Cc1ccccc1	i	-5.8*
CCCCN(CC)CCNC(=O)c1cc2c(=O)[nH]c3ccccc3c2s1	i	1.6
COC(=O)CSc1nnc(-c2sc3cc(OC)ccc3c2Cl)n1C	i	0.68
COc1ccc(CCNC(=O)Cn2nc([N+](=O)[O-])c(Br)c2C)cc1OC	i	-0.94
O=C(CN1CCc2ccccc2C1)NC1CCCC1	i	-1.3
Cc1cc(C)c(C#N)c(SCc2nnc(-c3ccccc3[N+](=O)[O-])o2)n1	i	-0.51
c1ccc(-c2cc3n(c2)CCc2ccccc2-3)cc1	i	-0.01
Cc1c(O)ccc(/C=N/Nc2nc(-c3cccnc3)nc3ccccc23)c1O	i	-1.1

As a short view, part of the list above:
SMILES	KCNQ2 inh	Kir21 block
CN(CC(=O)Nc1ccccc1Cl)C1CCCCC1	i	1.6
Cn1ccc(/C=N/N=C2/NC(=O)CS2)n1	i	-0.43
CC(C)c1ccc(-c2nc(N3CCCC3)nc3n[nH]c(N)c23)cc1	i	0.09

The results go on:
SMILES	KCNQ2 inh	Kir21 block
O=C(O)CCN(CCC(=O)O)c1ccccc1	i	0.57
COc1ccc(C2C(C(=O)c3cccs3)=C(O)C(=O)N2c2cccc(C)n2)cc1OC (stereo not drawn)	i	-1.2
COc1cc(OC)cc(C(=O)N[C@H](C(=O)OCC(=O)NC(C)c2ccccc2)C(C)C)c1 (stereo partly drawn)	i	0.79
NNc1ccc2nnc(C(F)(F)C(F)(F)C(F)(F)F)n2n1	i	0.28
COc1ccc(CNCC(O)(c2ccccc2)c2ccc(F)cc2)cc1OC (stereo not drawn)	i	0.06
O=C(c1ccccc1)N1N=C(c2ccccc2)CC1c1ccc2nccnc2c1 (stereo not drawn)	i	0.29
C=CCc1c(C)nc(SCCC)[nH]c1=O	i	-1
O=C1OCCC1Sc1nnc(-c2ccc(O)cc2)o1 (stereo not drawn)	i	0.38
COc1ccc(CNC(=O)Cn2cnc3c(=O)n(C)c(=O)n(C)c32)cc1	i	0.02
Cc1cc(C)c(S(=O)(=O)NCc2ccc3c(c2)OCO3)c(C)c1	i	-1.1
COC(=O)c1ccc(CSc2nc3ccccc3c(=O)n2-c2ccc(OC)c(OC)c2)o1	i	-1.3
CC(C)(C)n1nc2c(c1NC(=O)Cc1ccc([N+](=O)[O-])cc1)CS(=O)(=O)C2	i	0.69
NC(=O)CC(NC(=O)Cc1ccc(Br)cc1)c1ccc(NC2CC3CCC2C3)c([N+](=O)[O-])c1 (stereo not drawn)	i	-0.17
CC1(C)CC(=O)C(C(=O)Cc2ccccc2[N+](=O)[O-])C(=O)C1	i	1.4
Cc1ccc(NC(=S)NN2CCN(C)CC2)cc1	i	0.03
O=C(Cn1ncc(N2CCCC2)c(Br)c1=O)c1ccc(Cl)cc1	i	-1.1
CCOC(=O)CNc1ccc2c(c1)OCO2	i	0.49
CC(C)(C)Cc1nnc(NC(=O)CCc2ccccc2)s1	i	0.67
COc1ccccc1N1CCN(CC(C)N(C(=O)C2CCCCC2)c2ccccn2)CC1 (stereo not drawn)	i	2.6
CC(=O)C1=C(C)NC(C)=C(C(C)=O)C1c1cccs1	i	-1.5
C#CCSc1ncc(-c2ccccc2)cn1	i	-0.23
CC[C@H]1CC2CN3CCc4c([nH]c5c([C@H]6C[C@H]7[C@H](CC)CN(C)[C@@H](Cc8c6[nH]c6ccccc86)[C@H]7C(=O)OC)c(OC)ccc45)C(C(=O)OC)(C2)C13	-7.5*	1.3
O=[N+]([O-])c1ccc(N2CCN(c3cccc(Cl)c3)CC2)nc1	i	0.69
COc1ccc(C)cc1N(C(=O)c1ccco1)C(C(=O)NC1CCCC1)c1cc(OC)c(OC)c(OC)c1 (stereo not drawn)	i	-0.08
CCCCCn1nc(C(=O)N(CCOC)c2c(N)n(CCCC)c(=O)[nH]c2=O)c2ccccc2c1=O	i	-0.7
COc1ccccc1N1CCN(S(=O)(=O)c2cccs2)CC1	i	0.87
O=C(CS(=O)(=O)Cc1ccccc1)NCCc1ccc(F)cc1	i	0.57
CCOC(=O)C1(Cc2cccc(F)c2)CCN(C(=O)COC)CC1	i	0.59
O=C(NCc1ccccc1Cl)c1cnn2cccnc12	i	-0.22
O=C(/C=C/Nc1cccc(C(F)(F)F)c1)c1ccc(Oc2ncccn2)cc1	i	-1.9
O=C(NCCNC(=O)c1cccc(O)c1)c1cccc(O)c1	i	1.8
Cc1ccc(N2CC(C(=O)N3CCC(C(=O)Nc4nnc(C(C)(C)C)s4)CC3)CC2=O)cc1 (stereo not drawn)	i	1.6
Cc1cc(NC(=O)CSc2nnc(Cn3c(=O)sc4ccccc43)n2-c2ccccc2C)no1	i	-0.06
CC(C)CNC(=S)NC(=O)c1ccc(Cl)cc1	i	0.3
CCSc1nnc(NC(NC(=O)c2ccco2)(C(F)(F)F)C(F)(F)F)s1	i	-0.5
Cc1oc(S(=O)(=O)N2CCCCC2)cc1NC(=O)Nc1ccc(F)cc1	i	-0.49
COc1ccccc1-c1cc(C(=O)Nc2cccnc2)no1	i	0.71
CC(C)(C)C(=O)Cn1nnc(-c2ccc(C(F)(F)F)cc2)n1	i	1.6
CC(C)=CCN1CCN(Cc2cccn2-c2ncccn2)CC1CCO (stereo not drawn)	i	-0.05
O=C(Nc1ccc(C(F)(F)F)cc1)c1cc(S(=O)(=O)NCC2COc3ccccc3O2)ccc1F (stereo not drawn)	i	-0.61

4 compounds drawn at random from the list so far, as already listed:
SMILES	KCNQ2 inh	Kir21 block
COc1ccc(CCNC(=O)Cn2nc([N+](=O)[O-])c(Br)c2C)cc1OC	i	-0.94
CC(C)=CCN1CCN(Cc2cccn2-c2ncccn2)CC1CCO (stereo not drawn)	i	-0.05
C=CCn1c(SCC(N)=O)nc(C)cc1=O	i	-0.68
COc1ccccc1-c1cc(C(=O)Nc2cccnc2)no1	i	0.71

(list continues)
SMILES	KCNQ2 inh	Kir21 block
COc1ccc(NC(=O)CCNS(=O)(=O)c2cccc3nsnc23)c(OC)c1	i	-0.06
CCCCC1CCC(C(=O)OC(C)C(=O)Nc2ccc(NC(C)=O)cc2)CC1 (stereo not drawn)	i	-0.76
O=C(NNC(=O)C1C2C=CC(C2)C1C(=O)O)c1cc(Cl)ccc1O (stereo not drawn)	i	-0.05
COc1cccc(N2C(=O)CC(N3CCC(c4nc5ccccc5[nH]4)CC3)C2=O)c1 (stereo not drawn)	i	0.04
CCOC(=O)C1=C(C)NC(=O)NC1c1ccc(-c2ccc(Cl)cc2)o1 (stereo not drawn)	i	0.6
O=S1(=O)N=C(Oc2cccc3ccccc23)c2ccccc21	i	1.5
O=C1OCc2ccc(NC(=O)C3CCCCC3)cc21	i	-1.1
Cc1cccc(/C=N/NC(=O)c2ccc(Br)cc2)c1	i	0.32
CCCCc1ccc(/C(C)=N/Nc2cc(N3CCOCC3)nc(C)n2)cc1	i	-0.15
COc1cc(Br)cc(/C=N/c2ncn[nH]2)c1O	i	1.7
CCC(=O)c1ccc(OCC(O)CN2CCc3ccccc3C2)cc1 (stereo not drawn)	i	0.46
COc1cccc(NC(=O)CN2C(=O)CSc3ccc(S(=O)(=O)N4CCCCC4)cc32)c1	i	-0.48
O=C(NC1CCCC1)C1CCC(CNS(=O)(=O)c2ccccc2)CC1 (stereo not drawn)	i	0.79
CCC1Oc2ccccc2N(CC(=O)NCCCN2CCC(C)CC2)C1=O (stereo not drawn)	i	-0.07
COc1cccc(-n2nnnc2SCC(=O)Nc2cccc(NC(C)=O)c2)c1	i	-1.1
CCOC(=O)c1nc(Nc2cccc(C)c2)c2ccccc2n1	i	-2
COc1ccc(N2C(=O)CC(Nc3cccc(C(C)=O)c3)C2=O)cc1OC (stereo not drawn)	i	-1.4
CC(C)CCn1c(O)c(N=NC(=O)Cn2ccc(C(F)(F)F)n2)c2ccccc21	i	-0.16
COc1cccc(Nc2nc(-c3sc(NC(=O)CC(C)C)nc3C)cs2)c1	i	1.6
O=C(O)CCCSc1nccn1-c1ccccc1	i	-0.77
COc1ccc(OC)c(/C=N/NC(=O)c2cc[n+](CC(=O)c3ccccc3)cc2)c1	i	1.4
CCCC(=O)N(CCN1CCOCC1)c1nc2c(F)cc(F)cc2s1	i	1.5
O=C(NCCc1ccccc1)C1CCCN1C(=O)Nc1ccc(F)cc1 (stereo not drawn)	i	1.1
O=C(Nc1ccc(CN2CCOCC2)cc1)c1cccs1	i	1.7
Cc1ccc(C(=O)N2CCN(c3ccc(NC(=O)Cc4ccccc4)cc3)CC2)cc1	i	0.87
COc1ccc(CSc2n[nH]c(C)n2)cc1Br	i	0.49
Cc1ccc(NC(=O)OCCN2CCN(S(=O)(=O)c3ccc(C)cc3)CCC2=O)cc1	i	-0.39
O=S1(=O)C[C@H]2NC(=S)N(c3ccccc3)[C@H]2C1	i	1.6
Cc1ccc(C(=O)c2coc3ccc(OCC(=O)O)cc23)cc1	i	1.8
Cc1ccc(-n2nnnc2-c2cnn(-c3cccc(F)c3)c2C(F)(F)F)cc1	i	-0.62
COc1ccc(OCc2nc3c4cc(OC)c(OC)cc4nc(=S)n3[nH]2)cc1	i	1.8
O=C(CNC(=O)c1ccc(Br)o1)Nc1cccc(S(=O)(=O)N2CCCC2)c1	i	0.14
O=C(CSc1nnc(-c2ccncc2)n1-c1ccccc1Cl)Nc1ccc(C(=O)O)cc1	i	-0.64
Cc1c(NC(=O)CCC2CCCCC2)c(=O)n(-c2ccccc2)n1C	i	-0.65
COc1cc(Cl)c(C)cc1NC(=O)CSc1nnc(-c2ccccn2)n1Cc1ccco1	i	0
O=C(O)CC(NC(=O)/C(=C/c1ccccc1)NC(=O)c1ccccc1)c1ccccc1 (stereo not drawn)	i	0.76

One compound at a time (already shown):
O=C(NCCc1ccccc1)C1CCCN1C(=O)Nc1ccc(F)cc1 (stereo not drawn) across the screens: KCNQ2 inh = i; Kir21 block = 1.1
Cc1ccc(C(=O)c2coc3ccc(OCC(=O)O)cc23)cc1 across the screens: KCNQ2 inh = i; Kir21 block = 1.8
Cc1ccc(NC(=O)OCCN2CCN(S(=O)(=O)c3ccc(C)cc3)CCC2=O)cc1 across the screens: KCNQ2 inh = i; Kir21 block = -0.39

Screening data: PubChem BioAssay, Johns Hopkins Ion Channel Center
